Screening results from PubChem.
PREPL inhibitor: inhibitors of human prolyl oligopeptidase-like enzyme PREPL; AID 2751; 0.68% of 320,000 active; inhibition, % at 5.96 µM; recombinant PREPL, fluorescence polarization activity-based probe; in the data active = inhibition above about 43%;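 also: 0% = enzyme with DMSO and 100% = wells lacking enzyme; many of its hits are not listed in these tables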
GASC-1 inh: blocks human GASC-1 demethylase activity. Q9H3R0. AID 2099. inhibition, % at 2.35 µM. 0.069% of 330,000 active. GST-JMJD2C(1-420) H3K9me3 demethylation, DELFIA europium;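 active = more than half of a compound's replicate wells show inhibition beyond 50%, single wells judged on their own value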;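 also: signal counts dimethyl H3K9 product captured on neutravidin plate; 0% = median of DMSO wells and 100% = 0.3 times that DMSO median; strong numbers were not always called active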
PP5 inh: inhibitors of human protein phosphatase 5 (PP5); purified PP5c, OMFP substrate fluorescence; inhibition, % at 6.7 µM; 0.18% of 320,000 active;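 active = inhibition above the campaign's mean inhibition across all tested compounds plus 3 SD, cut at about 9.5% in these data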;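 also: 0% = DMSO only and 100% = 100 µM cantharidin control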
LYPLA2 inh: counter-screen for PME1 inhibitors: inhibitors of human LYPLA2 | O95372 | recombinant LYPLA2, FP-Rh probe fluorescence polarization | inhibition, % at 5.9 µM | 0.38% of 320,000 active | AID 2177;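 active = inhibition above the screen-wide mean plus 3 SD, limit set per campaign, cut at about 26% in these data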;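 also: 0% = LYPLA2 with DMSO and 100% = wells lacking LYPLA2 enzyme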
Target sequence (O95372 whole entry, looked up): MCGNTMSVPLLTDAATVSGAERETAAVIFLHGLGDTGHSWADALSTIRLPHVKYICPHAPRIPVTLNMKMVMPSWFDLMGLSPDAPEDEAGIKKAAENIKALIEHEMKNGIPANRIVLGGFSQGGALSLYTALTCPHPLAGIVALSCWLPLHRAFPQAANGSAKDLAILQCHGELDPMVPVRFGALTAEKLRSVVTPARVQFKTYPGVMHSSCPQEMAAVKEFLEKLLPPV
HCV core dimer: HCV core protein dimerization inhibition | TR-FRET GST/Flag-core106 dimerization, 1536-well | inhibition, % at 5 µM | 0.33% of 300,000 active;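 active = inhibition above the mean of all tested compounds plus 3 SD, set per screening campaign, cut at about 45% in these data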
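System – GST-tagged and Flag-tagged HCV core protein residues 1-106 · Repeats – one well for each compound · Technique – TR-FRET 671 and 617 nm emission · Doses – one concentration, 5 µM, in 0.5% DMSO · Times – 4 h, 22.5 °C incubation · Also added – Eu donor and XL665 acceptor anti-tag antibodies · Measure – percent inhibition of core106 dimerization signal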
Efflux pump mplx: blocks antifungal efflux pumps in multiplex yeast assay. inhibition, % at 10 µM. 0.44% of 330,000 active. S. cerevisiae Candida pump triplex, Nile Red efflux. AID 485275;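 active = plate passing quality check with inhibition over a set limit, or well fluorescence over plate mean plus 4 SD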;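 also: Nile Red retained in pooled yeast measured as flow cytometry median fluorescence; 0% = buffer negative control and 100% = Enniatin B positive control; higher means more Nile Red kept so more efflux inhibition; some compounds called inactive have numbers as strong as hits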
CTSL1 counter: blocks F. hepatica cathepsin L1 in PFM18AAP counter-screen; recombinant F. hepatica cathepsin L1, Z-Leu-Arg-MCA fluorescence; inhibition, % at 5.96 µM; 0.49% of 300,000 active; AID 1906;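 active = inhibition above the mean of all tested compounds plus 3 SD, set per screening campaign, cut at about 17% in these data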;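 also: 0% = plate median of test compound wells and 100% = 1 µM Z-Phe-Ala-diazomethylketone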
PP1 inh: counter-screen for PP5 inhibitors: inhibitors of human PP1-alpha. inhibition, % at 6.7 µM. purified PP1alpha, OMFP fluorescence. AID 2235. P62136. 0.9% of 320,000 active;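 active = inhibition above the mean inhibition of all tested compounds plus 3 SD, computed separately for each screening campaign, cut at about 15% in these data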
Target sequence (P62136 whole entry, looked up): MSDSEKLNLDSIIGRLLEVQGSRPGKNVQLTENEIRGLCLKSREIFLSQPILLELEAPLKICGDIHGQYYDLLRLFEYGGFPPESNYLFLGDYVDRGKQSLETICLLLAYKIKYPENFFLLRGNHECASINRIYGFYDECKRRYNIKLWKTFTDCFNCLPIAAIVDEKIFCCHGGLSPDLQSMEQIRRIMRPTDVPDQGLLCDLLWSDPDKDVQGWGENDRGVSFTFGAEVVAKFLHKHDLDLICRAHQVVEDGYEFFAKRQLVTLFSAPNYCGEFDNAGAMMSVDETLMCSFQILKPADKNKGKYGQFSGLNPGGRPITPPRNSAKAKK
TPT1 inh: inhibitors of Candida albicans tRNA 2'-phosphotransferase TPT1. recombinant caTPT1, FP RNA substrate dephosphorylation. inhibition, % at 5 µM. 0.81% of 300,000 active. AID 1962;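 active = inhibition above the mean of all tested compounds plus 3 SD, set per screening campaign, cut at about 24% in these data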;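 also: plate controls were DMSO alone for no effect and ferristatin control at 100 nM for full effect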
Numbers without * were called inactive; · = no result given; & = joins results of further samples. These rows are one share of the data; the hit share may differ from the screen's.

Values run as follows: PREPL inhibitor	GASC-1 inh	PP5 inh	LYPLA2 inh	HCV core dimer	Efflux pump mplx	CTSL1 counter	PP1 inh	TPT1 inh
#1 CC(=O)c1ccc(NC(=O)CSc2nc(C)cc(C)c2C(N)=O)cc1
    -8	-1	0.5	0	1	-0.1	1	-2	0
#2 CC(=O)Nc1ccc(SCCN2CC[C@@H](O)CCC2=O)cc1
    7	-2	-2.1	13	·	0.0	·	-6	·
#3 Cc1onc(-c2ccccc2)c1C(=O)OCC(=O)Nc1ccc(C#N)cc1
    19	·	5.5	-5	·	0.0	·	-4	·
#4 COc1cc(OC)c(NC(C)C(=O)NCc2ccccc2)cc1Cl (stereo not given)
    1	1	1.9	0	-5	0.0	3	-1	-8
#5 O=C(O)c1ccccc1-c1nc2cc(Cl)ccc2c(=O)n1O
    -4	-1	7.3	4	-1	-0.2	-3	22*	-5
#6 CN1CCN(C(=O)c2ccc(COc3ccc(Cl)cc3Cl)cc2)CC1
    16	13	3.0	8	-1	0.1	3	5	-2
#7 O=C(Cn1nc(C(F)(F)F)c2c1CCC2)NC1CCCCC1
    -6	-1	0.4	2	-2	-0.1	2	-2	1
#8 Cc1noc(C)c1C(=O)OC(C)C(=O)N1CCc2ccccc21 (stereo not given)
    6	-3	2.2	3	·	0.0	·	-2	·
#9 Cc1ccc(C(=O)N/C(=C\c2ccco2)C(=O)NCc2cccnc2)cc1
    14	-1	0.8	-2	-10	-0.3	2	-1	6
#10 FC(F)Oc1ccccc1/C=N/n1cnc2ccccc21
    4	-63	2.7	2	-4	0.0	2	-1	6
#11 CCN(CC1COc2ccccc2O1)C(=O)CN1C(=O)NC(C)(c2ccccc2)C1=O (stereo not given)
    23	2	-1.8	5	·	-0.1	·	-2	·
#12 O=C(Nc1ccc(-c2ccco2)cc1)C1CCCN(Cc2ccc(CO)o2)C1 (stereo not given)
    4	9	3.1	-13	11	0.0	-1	3	8
#13 N#Cc1c(NC(=O)c2ccc(Cn3cc(Br)cn3)o2)sc2c1CCCCC2
    -6	-1	-1.7	-12	14	0.1	-1	6	4
#14 Cc1ccc(/C=C2/SC(=S)N(CCC(=O)N3CCOCC3)C2=O)cc1
    30	-8	1.6	-4	-3	0.1	0	3	-2
#15 COc1ccc(-n2c(C)nc(=O)c(-c3ccccc3)c2C)cc1
    6	-21	0.3	-3	1	-0.1	0	3	-3
#16 COc1ccc(-c2oc3ccc(-c4cc(OC)c(OC)c(OC)c4)cc3c2C#Cc2ccsc2)cc1
    4	-17	-0.8	-1	-13	0.2	3	2	-1
#17 O=C(NCc1ccco1)c1nc(-c2ccc(F)cc2)no1
    0	-5	1.6	0	8	0.0	-1	-1	3
#18 COC(=O)/C(=C\Nc1ccccc1N)c1ncc(C(F)(F)F)cc1Cl
    22	-9	3.9	-2	-3	-0.2	4	-2	-1
#19 CN(CCOc1ccccc1)C(=O)c1ccc(N2CCCC2)c([N+](=O)[O-])c1
    14	3	2.5	1	8	0.2	-4	-2	2
#20 O=S(=O)(Nc1ccc(-c2nc3cccnc3s2)cc1)c1cc(F)ccc1F
    6	3	0.1	0	12	0.0	1	-3	3
#21 CSCCC(=O)Nc1ccc(C(C)=O)cc1
    -2	2	-1.1	-3	2	0.0	-1	1	3
#22 C/C(=N/NC(=O)c1sc(NS(=O)(=O)c2ccccc2)nc1C)c1ccccc1
    3	7	4.2	2	0	0.1	3	1	-1
#23 O=C(N/N=C/c1ccc(OC(=O)c2cccs2)cc1)c1cccc(F)c1
    12	-10	-1.1	-11	15	-0.2	5	7	1
#24 NC(=O)[C@@H]1CCCNc2c(I)cc([N+](=O)[O-])cc2C(=O)N[C@@H](CO)C(=O)NCC(=O)N1
    -1	-3	-0.5	-1	-3	-0.1	1	4	-1
#25 COC(=O)c1cn(CCOc2ccc(C)cc2)c2ccccc12
    -8	1	3.1	-6	-7	0.1	2	3	-4
#26 COc1ccc(C(=O)Oc2cccnc2)cc1OC
    3	-1	2.4	3	4	0.1	-3	-1	4
#27 O=C(NC1(C(F)(F)F)NC(=O)N(Cc2ccccc2)C1=O)c1cccs1 (stereo not given)
    11	4	4.4	-2	1	0.1	2	-2	1
#28 Cc1ccc(S(=O)(=O)N2CCN(CCc3ccccc3)CC2)c(C)c1
    -45	7	-0.2	-1	1	0.2	-2	1	1
#29 COC(=O)c1ccc(CNC(=O)COC(=O)c2ccccc2-c2ccccc2)cc1
    -19	-4	1.3	3	2	-0.2	0	-7	-3
#30 C=CCn1cccc(C(=O)Nc2ccc(OC)cc2OC)c1=O
    -3	11	2.0	-9	2	0.2	8	2	-5
#31 CCOC(=O)N1CCN(Cc2nc3c(c(=O)n(C)c(=O)n3C)n2Cc2cccc3ccccc23)CC1
    21	12	3.5	2	11	0.3	1	-2	1
#32 Cc1cccc(NC(=O)CSc2nnc(CSc3nc(C)cc(C)n3)o2)c1
    -14	8	0.1	-1	10	-0.1	-1	-2	1
#33 Cc1cc(C)n(CC(=O)c2ccccc2)c(=O)c1C#N
    6	12	-1.0	4	-1	-0.1	-1	0	-7
#34 COC(=O)Cc1c(C)c2c(OCc3nn[nH]n3)cc(C)cc2oc1=O
    1	2	0.5	-1	0	-0.1	1	-3	3
#35 CCc1c(C)c2ccc(O)c(CN(C)C)c2oc1=O
    7	7	-0.6	8	7	-0.2	5	-3	-1
#36 COc1ccccc1N1CCN(Cc2nc3ccccc3[nH]2)CC1
    -1	-9	-1.8	2	11	0.0	-2	-6	-2
#37 NC1=NC[C@H](c2ccccc2)N1CCc1cc(C(F)(F)F)cc(C(F)(F)F)c1
    12	1	0.1	-2	2	0.0	1	3	-3
#38 Cc1ccc(N2C(=O)C3C(C2=O)N2CCCN2C3c2ccccc2)cc1C (stereo not given)
    7	-24	-0.6	3	-1	0.1	3	0	0
#39 Cc1cccc(C(O)(C(=O)NNc2ccc3ccccc3n2)c2cccc(C)c2)c1
    3	-5	1.7	0	2	-0.1	5	5	1
#40 O=C(Oc1ccc(F)cc1)N1CCOCC1
    -1	-5	3.7	2	10	0.0	-3	-6	0
#41 CCn1c(C)nc2cc(C(=O)NNS(=O)(=O)c3ccc(C)cc3C)ccc21
    -1	8	-1.5	-3	0	-0.2	0	-2	-2
#42 CCn1c(CNC(=O)c2ccco2)nnc1SCC(=O)c1ccc(OC)cc1
    17	-2	-1.1	-1	-11	-0.1	2	1	-3
#43 CCC(C)Nc1nc2ccccc2n2c(C)nnc12 (stereo not given)
    13	-8	1.9	8	-10	0.1	-1	0	-4
#44 CCC(=O)N/N=C/c1ccc(OS(=O)(=O)c2ccccc2)cc1
    -18	-4	3.7	-10	-4	0.2	-2	0	-1
#45 Cc1ccc2nc(-c3ccc(NC(=O)CN4CCN(c5ccccn5)CC4)cc3)sc2c1
    -4	6	-1.4	-2	18	0.4	1	5	7
#46 Cc1ccc(S(=O)(=O)N2CCN(Cc3ccco3)CC2)c(C)c1
    3	1	4.8	1	0	0.6	-1	-6	3
#47 CCOC(=O)c1sc(=NC(=O)CCSc2ccccc2)n(C)c1C
    2	3	0.7	5	24	-0.1	1	-4	3
#48 CCOC(=O)c1ccccc1-n1c(C)cc(C2N=C(N)Nc3nc4ccccc4n32)c1C (stereo not given)
    -9	-16	0.5	71*	3	0.5	1	13	1
#49 COc1cc2[nH]c(=S)n(CCN3CCCCC3C)c(=O)c2cc1OC (stereo not given)
    19	0	1.2	11	-1	-0.1	3	-5	-2
#50 CCOc1ccccc1NC(=O)c1ccc(F)c(S(=O)(=O)N2CCC3(CC2)OCCO3)c1
    1	3	0.0	6	0	0.1	0	1	-3
#51 Cc1cc(C)c(S(=O)(=O)N2CCOCC2)cc1C
    12	9	2.3	1	3	1.7	-6	-8	-1
#52 Cc1cccn2c(=O)c3cc(C#N)c(=NC(=O)c4ccccc4)n(Cc4ccco4)c3nc12
    -8	14	1.6	-12	46*	-0.1	7	12	-2
#53 CC1(C)CC(=O)C(=Cc2cn(CCC#N)nc2-c2ccc(Cl)cc2)C(=O)C1
    2	1	-1.5	3	6	0.0	-1	5	-2
#54 CCCN1CCN(C2CCCCC2NS(=O)(=O)c2ccc(Cl)cc2)CC1 (stereo not given)
    31	-4	1.0	-4	-1	0.1	8	-3	1
#55 Cc1ccc(C(C)CCN2CCC(n3nccc3NC(=O)c3ccccc3)CC2)o1 (stereo not given)
    5	-5	0.1	3	-2	0.0	-1	2	-5
#56 CCCN(Cc1nnc(-c2ccccc2Cl)o1)C(=O)c1cccc(S(=O)(=O)N2CCOCC2)c1
    23	-8	-0.7	6	-6	-0.1	0	-1	-2
#57 COc1cccc(NCc2nnc(SCC(=O)N(C)C3CCS(=O)(=O)C3)n2C2CCCCC2)c1 (stereo not given)
    2	15	1.0	6	-3	-1.2	-2	-2	-1
#58 CCOC(=O)c1[nH]cnc1C(=O)N1CCC(C)CC1
    1	1	-3.1	4	·	-0.1	·	-7	·
#59 COC(=O)c1sc(SC)c(S(=O)(=O)C(C)C)c1N/N=C(\C#N)C(=O)c1ccccc1
    10	-7	4.9	5	-1	-0.1	0	-6	-3
#60 Cc1cccc(CS(=O)(=O)c2ncc(Cl)c(C(=O)NCc3ccc4c(c3)OCO4)n2)c1
    8	-29	2.2	3	1	0.1	-3	8	3
#61 CCOC(=O)C1CCN(c2nc3ccccc3nc2C(C#N)C(=O)OCCOC)CC1 (stereo not given)
    -5	-32&4	-0.4	-4	0	-0.1	-1	1	7
#62 COCCNC(=O)c1cn(CCOC)c(=O)c2c1c1ccccc1n2C
    1	7	-1.6	-9	1	0.3	3	3	3
